Screening results deposited in PubChem BioAssay by several laboratories.
Spn DPM-DC inh – inhibitors of Streptococcus pneumoniae diphosphomevalonate decarboxylase; purified DPM-DC, PK/LDH coupled NADH fluorescence; calls only at 10 µM; 65,000 compounds, 0.49% hits;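 active means the 320 compounds with the highest percent inhibition in the single-dose primary screen, excluding strongly autofluorescent ones, cut at about 32% in these data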;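 further: kinetic rate of NADH fluorescence loss reporting ADP formed by the decarboxylase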
Spn MK inh – S. pneumoniae mevalonate kinase inhibition. purified MK, PK/LDH-coupled NADH absorbance 340 nm. inhibition, % at 10 µM. 65,000 compounds, 0.48% hits. AID 555;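 active means ranked among the strongest by inhibition in the single 10 µM screen, a fixed top-ranked set picked for dose follow-up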; further: no value below 0 was filed
KRASV12 cytotoxicity – viability loss of HPDE-C7K cells – cell-based, fluorescence, HTS, primary screen (AID 431); one-dose cytotoxicity, % at 10 µM; EC50 in µM for titrated hits; HPDE-C7K KRASV12 cells, Alamar Blue viability, 48 h; higher % means a stronger effect; 63,000 compounds, 1.7% hits;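 active means compounds whose percent cytotoxicity in the single-dose primary screen, scaled between solvent and toxic-drug controls, exceeds 50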;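 further: 0% = DMSO solvent wells and 100% = doxorubicin-treated wells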
LYP inhibition – LYP phosphatase inhibitors, primary screen, biochemical, DiFMUP fluorescence, recombinant catalytic domain, 10 µM (AID 606); recombinant LYP catalytic domain, DiFMUP fluorescence; higher % means a stronger effect; one-dose inhibition, % at 10 µM; IC50 in µM for titrated hits; 52,000 tested, under 10 active;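 active means IC50 under 40 µM in the dose-response test; inactive means IC50 of 40 µM or more, or never dose-tested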
HT1080 viability – HT1080 cell viability loss – fluorescence readout (AID 620); cytotoxicity, % at 10 µM; hits with a dose series show EC50 in µM; HT1080 viability, fluorescence; higher % means a stronger effect; 87,000 compounds, 0.42% hits;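 further: cells exposed to compound overnight then 4 h with Alamar Blue; 0% = vehicle DMSO and 100% = killing control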
Spn PMK inh – S. pneumoniae PMK inhibition | inhibition, % at 10 µM | 65,000 compounds, 0.49% hits | purified PMK, PK/LDH-coupled NADH absorbance 340 nm | AID 539;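 active means top-ranked compounds by inhibition in the single 10 µM screen, taking a fixed number of the strongest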;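 further: 0% = full reaction with DMSO carrier and 100% = background rate without enzyme reaction; no value below 0 was filed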
Bfl-1 inhibitors – Bfl-1 inhibitors, primary screen, biochemical, fluorescence polarization, FITC-Bid, mouse (AID 432). 64,000 compounds, 0.02% hits. FITC-Bid BH3 peptide fluorescence polarization displacement; higher % means a stronger effect. displacement, % at 20 µM; hits with a dose series show IC50 in µM; in the data active means a potency from the dose series; inactive means the rest, 99 in 100 with displacement below about 15%; further: strong numbers were not always called active
HPDE-C7 cytotoxicity – cytotoxicity in HPDE-C7 cells, cell-based, fluorescence, HTS (AID 430); 63,000 compounds, 1.8% hits; HPDE-C7 pancreatic duct cells viability, fluorescence; higher % means a stronger effect; cytotoxicity, % at 10 µM, or EC50 in µM where a hit was titrated;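 further: cells exposed to compound for 48 hours before viability readout; 0% = vehicle and 100% = reference cytotoxic drug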
TNAP inhibition – inhibition of tissue-nonspecific alkaline phosphatase – biochemical, luminescent (AID 518) | purified TNAP enzyme, luminescent substrate readout; higher % means a stronger effect | inhibition, % at 20 µM; hits with a dose series show IC50 in µM | 64,000 compounds, 0.09% hits; in the data active means a potency from the dose series; inactive means the rest, 99 in 100 with inhibition below about 22%;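 further: plate controls were vehicle for no effect and reference inhibitor for full effect; many of its hits are not listed in these tables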
Spn PMK inh pilot replicates – further read-out of Spn PMK inh, marked with its call; inhibition, %; measured here: pilot screen replicates
Spn MK inh pilot replicates – also measured in Spn MK inh; calls as there; inhibition, %; measured here: pilot screen replicates
Spn DPM-DC inh pilot screen % – further read-out of Spn DPM-DC inh, marked with its call; inhibition, %; measured here: pilot screen trials
Numbers without * were called inactive; i = inactive; x = not tested or not shown. Unless noted, no stated cut-off is given here; in the data, active means cytotoxicity above about 50%; inactive means the rest.

SMILES	Spn DPM-DC inh	Spn MK inh	KRASV12 cytotoxicity	LYP inhibition	HT1080 viability	Spn PMK inh	Bfl-1 inhibitors	HPDE-C7 cytotoxicity	TNAP inhibition	others
Cc1ccc(C2C(C(=O)c3cc4ccccc4o3)=C(O)C(=O)N2CCN2CCOCC2)o1 (stereo not drawn)	i	10	x	x	-7%	8	3%	x	7%
CC(=O)c1cccc(NC(=O)C2CCN(S(=O)(=O)c3c(C)n[nH]c3C)CC2)c1	i	6	-1%	x	2%	8	-7%	-7%	19%
COc1ccccc1S(=O)(=O)Cc1ccc(C(=O)NCc2cccnc2)o1	i	2	-10%	-5%	-3%	1	8%	-5%	8%
O=C(NCCCN1CCOCC1)c1coc2ccccc2c1=O	i	0	16%	14%	-3%	13	3%	6%	8%
CC1=C(C(=O)OC(C)C)C(/C=C/c2ccccc2)NC(=O)N1 (stereo not drawn)	i	4	-20%	-4%	1%	11	-6%	-13%	-6%
CC1(C)C(c2cccs2)=NC(c2ccccc2)N1O (stereo not drawn)	i	15	-19%	6%	0%	13	-10%	-26%	12%
O=C(Cn1c(NCCCO)nc2ccccc21)c1cccs1	i	6	5%	-4%	-2%	10	-7%	5%	15%
COc1ccccc1NC(=O)CSC1=NC(=O)C(NC(C)=O)C(=O)N1 (stereo not drawn)	i	2	x	6%	-14%	6	10%	x	18%
Cc1nc(SCC(=O)Nn2c(-c3ccccc3)nc3ccccc3c2=O)n[nH]1	i	0	4%	8%	-3%	4	-7%	0%	-7%
CCC(C(=O)NC1CCCC1)N(C(=O)Cn1nnc(-c2ccc(OC)c(OC)c2)n1)C1CCCCC1 (stereo not drawn)	i	7	2%	9%	-2%	6	-9%	-12%	-2%
COC(=O)c1ccccc1CCC(C)=O	i	10	-5%	4%	-4%	10	4%	-9%	11%
CC1Cn2c(nnc2C23CC4CC(CC(C4)C2)C3)S1 (stereo not drawn)	i	9	1%	-2%	2%	7	-6%	10%	7%
CCOc1ccc(C(=O)Nc2cccc(C)n2)cc1	i	7	-10%	4%	-1%	2	0%	-4%	12%
CCNc1nc(NC(C)C)nc(N(C#N)C(C)C(=O)N(C)C)n1 (stereo not drawn)	i	9	-4%	0%	4%	1	4%	2%	8%
COc1cccc(-c2nc(=S)c3c(n2CCCO)CCCC3)c1	i	12	-35%	9%	-3%	11	0%	-36%	10%
COCCNC(=O)COC(=O)c1nsc(Cl)c1Cl	i	1	9%	x	-11%	17	-4%	-2%	12%
COCCCn1c(Cc2csc(Nc3cccc(Cl)c3)n2)nnc1SCC(=O)OC	i	0	-4%	x	18%	15	14%	1%	-6%
Cn1c(NCc2cccc(Br)c2)nc2ccccc21	i	7	-10%	14%	8%	11	-7%	-4%	14%	Spn PMK inh pilot replicates=0.5;Spn MK inh pilot replicates=0.0;Spn DPM-DC inh pilot screen %=0.0
CCCCC(=O)Nc1ccc(NC(=O)CC)cc1OC	i	9	-1%	2%	-8%	9	0%	11%	7%
CC1=CC(=O)OC1Cc1ccncc1 (stereo not drawn)	i	0	-2%	-4%	1%	17	0%	-2%	10%
CCOC(=O)C1CCN(CC(O)COc2ccc(C(=O)CC)cc2)CC1 (stereo not drawn)	i	4	9%	0%	-4%	4	-6%	-3%	9%
N#CC1=C2SCN(Cc3ccco3)CN2C(=O)CC1c1cccc2ccccc12 (stereo not drawn)	i	12	-1%	2%	8%	10	-6%	5%	10%
Cc1ccc(/C(O)=C2\C(=O)C(=O)N(c3cc(C)on3)C2c2cccc(Cl)c2)cc1 (stereo not drawn)	i	8	56%*	-7%	-1%	9	-6%	52%*	4%
COc1cc(NC(=O)CSc2nnnn2-c2ccccc2)cc(OC)c1OC	i	18	9%	x	10%	4	-2%	8%	8%
O=C(O)c1ccc(OC2CSC2)cc1	i	3	1%	-14%	4%	0	-7%	3%	4%
CCn1c(SCC(=O)c2ccc(Cl)cc2)nnc1-c1ccoc1C	i	9	12%	10%	-1%	12	-6%	-3%	19%	Spn PMK inh pilot replicates=4.5;Spn MK inh pilot replicates=0.0;Spn DPM-DC inh pilot screen %=4.0
CCCCNC(=O)NCC(=O)Nc1ccc(F)c(F)c1	i	0	0%	9%	-1%	15	-1%	-4%	6%
O=C(CC1NCCNC1=O)OCc1ccccc1 (stereo not drawn)	i	7	-5%	10%	1%	0	-4%	-2%	4%
O=C(CSC1=Nc2ccccc2C2=NC(c3ccccc3)C(=O)N12)NCC1CCCO1 (stereo not drawn)	x	3	-11%	19%	x	15	0%	-13%	12%
CCn1nnc(NC(=O)c2ccccc2Br)n1	i	13	8%	-3%	6%	7	-4%	5%	18%	Spn PMK inh pilot replicates=3.0;Spn MK inh pilot replicates=0.5;Spn DPM-DC inh pilot screen %=1.5
COCCn1c(C)cc(C(=O)CSc2nnc(-c3cccnc3)n2-c2ccccc2F)c1C	i	0	-8%	12%	-2%	0	10%	-8%	3%
CCOC(=O)c1[nH]c2ccc(Br)cc2c1NC(=O)CNC	i	0	-7%	x	10%	7	-5%	-16%	12%	Spn PMK inh pilot replicates=1.0;Spn MK inh pilot replicates=0.0;Spn DPM-DC inh pilot screen %=1.5
CC(=O)c1c(N2CCN(c3cccc(Cl)c3)CC2)nc(=S)n(-c2ccccc2)c1C	i	7	8%	-2%	-2%	0	6%	0%	11%
CC(C)OCCCn1c(-c2ccco2)nc2nc3ccccc3nc21	x	8	-7%	10%	5%	7	-13%	-9%	5%
Cc1cccc(C(C)C)c1-n1nnnc1-c1ccccc1	i	4	-9%	10%	5%	7	1%	-11%	8%
Cn1c(=O)c2cnc(N3CCOCC3)nc2n(C)c1=O	i	9	-3%	6%	8%	3	-4%	6%	8%
CCC(=O)N/C(=N/c1nc(C)cc(C)n1)Nc1cccc(OC)c1	i	6	5%	12%	x	11	0%	-7%	3%
Cc1cc(N2CCN(S(=O)(=O)c3ccccc3)CC2)c2ccccc2n1	i	4	-2%	15%	8%	2	-4%	7%	6%
CC1=C(C(=O)OCC2CCCO2)C(c2cccc(O)c2)NC(=O)N1 (stereo not drawn)	i	12	0%	7%	12%	5	5%	-6%	7%
COc1cc(OC)nc(NC(=O)CSc2nnc(-c3ccccc3)n2C2CCCCC2)n1	i	4	-25%	-18%	3%	6	-8%	-24%	10%
COc1ccc(CCNC(=O)COC(=O)c2cnc(C)cn2)cc1OC	i	19	1%	x	-1%	1	-7%	-19%	8%
Cc1cc(C(=O)NCCN2CCN(c3cccc(Cl)c3)CC2)n(-c2ccccc2)n1	i	10	60%*	3%	56%*	0	-5%	55%*	11%	Spn PMK inh pilot replicates=4.5;Spn MK inh pilot replicates=0.0;Spn DPM-DC inh pilot screen %=0.0
c1cncc(Nc2nc(-c3cccs3)cs2)c1	i	7	11%	7%	4%	0	8%	5%	5%
O=C(Nc1ccccc1)N1CCn2c1nc1ccccc12	i	1	1%	8%	2%	4	0%	0%	6%
COc1ccc(NC(=O)C2CCCN2S(=O)(=O)c2ccc3c(c2)CCC(=O)N3)c(OC)c1 (stereo not drawn)	i	10	1%	5%	-7%	0	0%	-3%	8%
COc1ccc(C2C(C(=O)NCC3CCCO3)c3cc(OC)c(OC)cc3C(=O)N2C)cc1OC (stereo not drawn)	i	7	-9%	0%	-9%	3	4%	-10%	8%
CCc1ccccc1NC(=O)c1ccoc1C	i	13	3%	6%	3%	1	2%	15%	8%	Spn PMK inh pilot replicates=0.0;Spn MK inh pilot replicates=0.0;Spn DPM-DC inh pilot screen %=0.0
CCOc1cc(C2C3=C(CCCC3=O)NC3=C2C(=O)CCC3)cc(Cl)c1O	i	5	-9%	6%	2%	10	-5%	-7%	7%

Copied from the entries so far, 14 compounds:
SMILES	Spn DPM-DC inh	Spn MK inh	KRASV12 cytotoxicity	LYP inhibition	HT1080 viability	Spn PMK inh	Bfl-1 inhibitors	HPDE-C7 cytotoxicity	TNAP inhibition	others
CCOC(=O)c1[nH]c2ccc(Br)cc2c1NC(=O)CNC	i	0	-7%	x	10%	7	-5%	-16%	12%	Spn PMK inh pilot replicates=1.0;Spn MK inh pilot replicates=0.0;Spn DPM-DC inh pilot screen %=1.5
CC(=O)c1c(N2CCN(c3cccc(Cl)c3)CC2)nc(=S)n(-c2ccccc2)c1C	i	7	8%	-2%	-2%	0	6%	0%	11%
CC(C)OCCCn1c(-c2ccco2)nc2nc3ccccc3nc21	x	8	-7%	10%	5%	7	-13%	-9%	5%
Cc1cccc(C(C)C)c1-n1nnnc1-c1ccccc1	i	4	-9%	10%	5%	7	1%	-11%	8%
Cn1c(=O)c2cnc(N3CCOCC3)nc2n(C)c1=O	i	9	-3%	6%	8%	3	-4%	6%	8%
CCC(=O)N/C(=N/c1nc(C)cc(C)n1)Nc1cccc(OC)c1	i	6	5%	12%	x	11	0%	-7%	3%
Cc1cc(N2CCN(S(=O)(=O)c3ccccc3)CC2)c2ccccc2n1	i	4	-2%	15%	8%	2	-4%	7%	6%
CC1=C(C(=O)OCC2CCCO2)C(c2cccc(O)c2)NC(=O)N1 (stereo not drawn)	i	12	0%	7%	12%	5	5%	-6%	7%
COc1cc(OC)nc(NC(=O)CSc2nnc(-c3ccccc3)n2C2CCCCC2)n1	i	4	-25%	-18%	3%	6	-8%	-24%	10%
COc1ccc(CCNC(=O)COC(=O)c2cnc(C)cn2)cc1OC	i	19	1%	x	-1%	1	-7%	-19%	8%
Cc1cc(C(=O)NCCN2CCN(c3cccc(Cl)c3)CC2)n(-c2ccccc2)n1	i	10	60%*	3%	56%*	0	-5%	55%*	11%	Spn PMK inh pilot replicates=4.5;Spn MK inh pilot replicates=0.0;Spn DPM-DC inh pilot screen %=0.0
c1cncc(Nc2nc(-c3cccs3)cs2)c1	i	7	11%	7%	4%	0	8%	5%	5%
O=C(Nc1ccccc1)N1CCn2c1nc1ccccc12	i	1	1%	8%	2%	4	0%	0%	6%
COc1ccc(NC(=O)C2CCCN2S(=O)(=O)c2ccc3c(c2)CCC(=O)N3)c(OC)c1 (stereo not drawn)	i	10	1%	5%	-7%	0	0%	-3%	8%

(list continues)
SMILES	Spn DPM-DC inh	Spn MK inh	KRASV12 cytotoxicity	LYP inhibition	HT1080 viability	Spn PMK inh	Bfl-1 inhibitors	HPDE-C7 cytotoxicity	TNAP inhibition	others
COc1ccc(NC(=O)c2cccnc2)c(OC)c1	i	12	-1%	x	2%	0	0%	-1%	12%
Cc1ccccc1NC(=O)c1ocnc1C	i	5	-2%	5%	0%	10	-1%	5%	13%
O=C(O)C1CCCN1C(=O)c1cncc(Br)c1 (stereo not drawn)	i	1	12%	12%	1%	0	-15%	-15%	9%
CCOC(=O)c1c(CN(C)C)n(C)c2ccc(OC(C)=O)cc12	i	0	-2%	6%	27%	6	-2%	-2%	5%
Cc1ccccc1-c1noc(-c2ccccc2C(=O)N2CCCC2)n1	i	3	-18%	8%	-9%	5	4%	-5%	8%
O=C(Nc1scc(-c2ccc(F)cc2)c1C(=O)O)c1ccco1	i	8	-10%	5%	0%	0	2%	-7%	-3%
